hIAP act = human IAP activation; P09923; purified human IAP, CDP-Star luminescence, 30 min; stronger effect = higher value; 1 = vehicle-only enzyme, 0 = enzyme-free background; activation factor at 10 µM; 0.16% of 330,000 active;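 active = activation factor of the enzyme at least 2-fold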; note: the source names both 10 and 20 µM as test concentration; values of inactives mirror those of a sister screen read the other way
Target sequence (P09923 whole entry, looked up): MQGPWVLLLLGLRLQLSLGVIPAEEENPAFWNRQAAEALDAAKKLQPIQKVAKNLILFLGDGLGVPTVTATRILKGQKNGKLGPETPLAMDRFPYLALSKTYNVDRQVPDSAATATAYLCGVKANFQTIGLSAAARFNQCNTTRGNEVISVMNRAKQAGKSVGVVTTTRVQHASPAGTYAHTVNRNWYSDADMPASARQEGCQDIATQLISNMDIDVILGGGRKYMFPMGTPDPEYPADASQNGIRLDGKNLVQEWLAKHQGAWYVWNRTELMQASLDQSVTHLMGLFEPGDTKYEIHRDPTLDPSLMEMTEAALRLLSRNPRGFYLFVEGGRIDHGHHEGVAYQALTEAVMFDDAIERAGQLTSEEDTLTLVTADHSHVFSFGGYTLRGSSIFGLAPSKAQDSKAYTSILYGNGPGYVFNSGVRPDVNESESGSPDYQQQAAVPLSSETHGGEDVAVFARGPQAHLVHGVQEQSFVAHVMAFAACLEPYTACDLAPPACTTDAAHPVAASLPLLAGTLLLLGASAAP
hIAP inh = human IAP inhibition. inhibition, % at 10 µM. 0.12% of 330,000 active. P09923. purified IAP, CDP-Star luminescence, 30 min;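 active = inhibition reaching a set limit with compound at 10 µM in the primary screen, cut at about 35% in these data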;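 note: plate controls were DMSO wells with enzyme for no effect and no-enzyme buffer wells for full effect; values of inactives mirror those of a sister screen read the other way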
mIAP block = blocks mouse intestinal alkaline phosphatase | purified mouse IAP, CDP-Star luminescence, 30 min | inhibition, % at 10 µM | 0.2% of 330,000 active;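 active = inhibition of at least 40% at 10 µM in the primary screen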;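 note: plate controls were DMSO with enzyme for no effect and no enzyme wells for full effect; values of inactives mirror those of a sister screen read the other way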
GRIN3A LBD mod = modulates the human NR3A ligand-binding domain; NR3A LBD differential scanning fluorimetry, Tm shift; 0% = protein alone, 100% = glycine-bound protein; Tm shift relative to glycine control, % at 25 µM; 2.5% of 340,000 active; AID 1259313;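 active = melting temperature shift of at least 10% of the positive control shift, at one fixed dose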
MIN6 prolif = induces beta-cell replication in MIN6 cells; MIN6 cells proliferation, ATPlite luminescence, 48 h; cells starved in 0.2% serum; 100% = growth in 10% serum; proliferation, % at 10 µM; 0.29% of 330,000 active;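 active = compounds whose signal lies at least 3.5 SD above the mean of all wells on their plate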;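 note: 0% = DMSO-treated cells in low-serum medium and 100% = 10% serum control; some compounds called inactive have numbers as strong as hits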
A3A deaminase = inhibitors of human APOBEC3A DNA deaminase; P31941; recombinant A3A, FAM/TAMRA ssDNA deamination fluorescence; inhibition, % at 20 µM; 0.41% of 330,000 active; AID 493011;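 active = at least 40% inhibition at 20 µM here, with at most 30% in a related deaminase screen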;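 note: plate controls were A3A with DMSO for no effect and wells lacking A3A enzyme for full effect; some results filed as inactive read as strong as hits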
Target sequence (P31941 whole entry, looked up): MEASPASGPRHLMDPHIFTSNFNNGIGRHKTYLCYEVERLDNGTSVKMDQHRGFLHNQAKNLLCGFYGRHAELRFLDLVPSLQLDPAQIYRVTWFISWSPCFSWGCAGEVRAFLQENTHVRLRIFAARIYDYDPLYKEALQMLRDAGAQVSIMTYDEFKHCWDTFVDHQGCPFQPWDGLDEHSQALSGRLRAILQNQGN
A3G deaminase = APOBEC3G (human) deaminase inhibition; AID 493012; 0.28% of 330,000 active; Q9HC16; recombinant A3G, ssDNA deamination FAM/TAMRA fluorescence; inhibition, % at 20 µM;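 active = inhibition of at least 40% at 20 µM, with no more than 30% in the related APOBEC3A deaminase screen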;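 note: plate controls were DMSO wells with A3G for no effect and wells lacking A3G enzyme for full effect; some compounds called inactive have numbers as strong as hits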
Target sequence (Q9HC16 whole entry, looked up): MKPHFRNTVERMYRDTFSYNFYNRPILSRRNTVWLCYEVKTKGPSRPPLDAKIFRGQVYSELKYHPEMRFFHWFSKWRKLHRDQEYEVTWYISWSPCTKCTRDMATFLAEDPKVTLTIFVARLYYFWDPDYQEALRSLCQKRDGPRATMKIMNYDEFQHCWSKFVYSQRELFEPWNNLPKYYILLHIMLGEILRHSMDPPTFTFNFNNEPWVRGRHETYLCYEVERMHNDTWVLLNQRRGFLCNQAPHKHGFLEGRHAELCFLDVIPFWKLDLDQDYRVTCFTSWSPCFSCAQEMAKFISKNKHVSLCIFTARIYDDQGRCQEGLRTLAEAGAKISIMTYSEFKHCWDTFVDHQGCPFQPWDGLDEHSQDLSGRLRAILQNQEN
MPTP block = permeability transition pore inhibition; isolated mouse mitochondria, Ca2+ swelling absorbance, 30 min; inhibition, % at 10 µM; 1.4% of 360,000 active; AID 602449;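 active = inhibition of 50% or more, scaled per plate between neutral and stimulator controls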;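 note: 0% = DMSO wells given calcium and 100% = 1 mM EGTA wells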
mIAP act = mouse IAP activation. muIAP, CDP-Star luminescence, 30 min; stronger effect = higher value; 1 = vehicle-only enzyme signal, 0 = enzyme-free wells. activation factor at 10 µM. 0.24% of 330,000 active. AID 2805;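 active = activation factor of at least 2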; note: the source names both 10 and 20 µM as test concentration; values of inactives mirror those of a sister screen read the other way
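System: mouse IAP enzyme. Reagent: CDP-Star chemiluminescent phosphatase substrate. Benchmarks: DMSO wells, no-enzyme wells. Times: 30 min enzyme-substrate-compound incubation at room temperature. Detection: luminescence from enzymatic CDP-Star hydrolysis. Doses: test compounds delivered from DMSO solution.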
* hit, by the source's call; / = no result given.

[1] C[C@H](CO)N1C[C@H](C)[C@H](CN(C)Cc2ccc(Oc3ccccc3)cc2)Oc2ccc(NC(=O)Nc3cccc4ccccc34)cc2CC1=O
[2] CC(C)Cn1c(N)c(C(=O)COC(=O)Cc2cccs2)c(=O)n(C)c1=O
[3] CC(C)CC(NC(=O)OC(C)(C)C)C(=O)NC(C(=O)NC(C)C(N)=O)C(C)C (stereo unspecified)
[4] O=c1nc(-c2ccccc2)nc(-c2ccccc2)[nH]1
[5] Cn1c(SCc2nnc3n2CCCCC3)nc2ccccc21
[6] COc1cccc(NC(=O)C/C(C)=N/NC(=O)C2CCCCC2)c1
assay / compound | 1 | 2 | 3 | 4 | 5 | 6
hIAP act | 0.999 | 0.905 | 0.871 | 1.25 | 1.02 | 0.998
hIAP inh | 0.1 | 9.5 | 12.9 | -25.4 | -2.1 | 0.2
mIAP block | -176.4 | 0.8 | -4.1 | 0.3 | 0.2 | 2.7
GRIN3A LBD mod | 12.2* | -1.3 | -9.7 | -0.1 | -0.6 | -0.7
MIN6 prolif | -5.2 | 0.6 | -2.8 | -2.8 | 4.0 | 0.8
A3A deaminase | -1.2 | 2.6 | 4.2 | 3.1 | -1.0 | -6.2
A3G deaminase | -5.0 | -5.1 | 1.8 | 7.1 | -1.8 | -7.9
MPTP block | 0.9 | 0.9 | 0.9 | 3.3 | 0.1 | -1.1
mIAP act | 2.76* | 0.992 | 1.04 | 0.997 | 0.998 | 0.973

Reprinted from the part before: 4 entries, followed by the next part.
[3] CC(C)CC(NC(=O)OC(C)(C)C)C(=O)NC(C(=O)NC(C)C(N)=O)C(C)C (stereo unspecified)
[4] O=c1nc(-c2ccccc2)nc(-c2ccccc2)[nH]1
[5] Cn1c(SCc2nnc3n2CCCCC3)nc2ccccc21
[6] COc1cccc(NC(=O)C/C(C)=N/NC(=O)C2CCCCC2)c1
[7] CC1CCCCN1C(=O)/C(=C\c1ccccc1)c1ccccc1 (stereo unspecified)
[8] N#C/C(=C\C=C\c1ccccc1[N+](=O)[O-])C(=O)NCc1ccccc1
[9] NS(=O)(=O)c1ccc(CCNC(=O)CSCC(=O)Nc2ccc(Cl)cc2)cc1
[10] COc1ccc(OCC(O)Cn2c(N3CCCCC3)nc3c2c(=O)n(C)c(=O)n3C)cc1 (stereo unspecified)
[11] CC(C)NC(=O)CSc1nc(N)c(NC(=O)c2ccccc2F)c(=O)[nH]1
[12] O=C(CSc1ccc2nnc(-c3cccnc3)n2n1)Nc1ccccc1
assay / compound | 3 | 4 | 5 | 6 | 7 | 8 | 9 | 10 | 11 | 12
hIAP act | 0.871 | 1.25 | 1.02 | 0.998 | 0.946 | 0.875 | 1.1 | 1.05 | 1.04 | 1.1
hIAP inh | 12.9 | -25.4 | -2.1 | 0.2 | 5.4 | 12.5 | -10.0 | -5.2 | -4.0 | -10.0
mIAP block | -4.1 | 0.3 | 0.2 | 2.7 | 7.2 | 5.1 | -0.8 | -12.7 | 3.4 | 5.7
GRIN3A LBD mod | -9.7 | -0.1 | -0.6 | -0.7 | -3.1 | -2.2 | 0.1 | 0.0 | -0.5 | 0.3
MIN6 prolif | -2.8 | -2.8 | 4.0 | 0.8 | -0.9 | -5.8 | -3.9 | -0.4 | -1.8 | 3.5
A3A deaminase | 4.2 | 3.1 | -1.0 | -6.2 | -1.6 | -3.6 | -0.4 | -7.1 | -1.1 | -0.9
A3G deaminase | 1.8 | 7.1 | -1.8 | -7.9 | -3.5 | -10.5 | -2.9 | -6.7 | -2.5 | 2.2
MPTP block | 0.9 | 3.3 | 0.1 | -1.1 | 1.2 | -0.4 | 20.5 | 0.0 | 0.2 | 0.3
mIAP act | 1.04 | 0.997 | 0.998 | 0.973 | 0.928 | 0.949 | 1.01 | 1.13 | 0.966 | 0.943

[13] CCCn1c(N)c(N(CCOC)C(=O)c2ccc(N(C)S(=O)(=O)c3ccc(C)cc3)cc2)c(=O)[nH]c1=O
[14] O=C(Nc1ccc(S(=O)(=O)N2CCCC2)cc1)C1CC(=O)N(CCc2ccc(F)cc2)C1 (stereo unspecified)
[15] Cc1ccc(S(=O)(=O)N2CCN(CC(=O)Nc3ccc(N4CCOCC4)cc3)CC2)cc1C
[16] COc1ccc(N2C(=O)C3CCCN3C2=S)cc1 (stereo unspecified)
[17] COc1ccc(C2(c3ccc(OC)cc3)NC(=O)N(CC(=O)Nc3cc(C)on3)C2=O)cc1
[18] N/C(Cc1ccc([N+](=O)[O-])cc1)=N\OC(=O)CC1CCCCC1
assay / compound | 13 | 14 | 15 | 16 | 17 | 18
hIAP act | 1.03 | 0.89 | 0.96 | 0.992 | 1.12 | 1.01
hIAP inh | -3.5 | 11.0 | 4.0 | 0.8 | -12.4 | -1.5
mIAP block | 6.5 | -11.4 | -2.8 | 5.5 | -8.4 | 0.5
GRIN3A LBD mod | -0.4 | -0.8 | -2.4 | -1.6 | 0.2 | 0.0
MIN6 prolif | -4.3 | 7.0 | 0.0 | 0.0 | -2.0 | -1.9
A3A deaminase | 18.7 | -1.3 | -1.3 | 0.5 | -3.8 | -4.1
A3G deaminase | 9.1 | -8.3 | -5.4 | 0.7 | -5.9 | -8.8
MPTP block | -0.5 | -3.4 | -0.4 | -1.1 | 2.7 | -1.1
mIAP act | 0.935 | 1.11 | 1.03 | 0.945 | 1.08 | 0.995

[19] CC(C)(C)c1ccc(S(=O)(=O)N2CCC(CO)(CC3CCCCO3)CC2)cc1 (stereo unspecified)
[20] O=C(Nc1ccccc1C(F)(F)F)c1cc(-c2ccc(O)cc2)on1
[21] C=CCOc1ccccc1CN1CCCN(C)CC1
[22] CCn1cc(C(=O)N(CCC(C)C)c2c(N)n(Cc3ccccc3)c(=O)[nH]c2=O)c(=O)c2ccc(C)nc21
[23] COc1ccccc1Nc1nc(N)nc(CN2CCN(Cc3ccccc3)CC2)n1
[24] O=C(NCc1ccccc1)C(=O)NCC1COc2ccccc2O1 (stereo unspecified)
assay / compound | 19 | 20 | 21 | 22 | 23 | 24
hIAP act | 0.931 | 0.805 | 1.03 | 0.857 | 1.01 | 0.881
hIAP inh | 6.9 | 19.5 | -3.5 | 14.3 | -1.4 | 11.9
mIAP block | 0.3 | 1.1 | 5.6 | -8.7 | -5.3 | 6.6
GRIN3A LBD mod | 1.1 | 12.7* | -4.3 | 0.8 | 1.5 | -1.5
MIN6 prolif | -2.8 | -1.4 | -2.9 | -4.4 | -1.1 | 0.0
A3A deaminase | -1.9 | -2.0 | -4.1 | -1.8 | -2.4 | -0.6
A3G deaminase | -15.5 | -8.1 | -0.4 | -1.4 | -7.3 | 0.9
MPTP block | 1.9 | -0.2 | 0.3 | 0.8 | 0.1 | -1.1
mIAP act | 0.997 | 0.989 | 0.944 | 1.09 | 1.05 | 0.934

[25] O=c1[nH]c(/C=C/c2ccccc2Cl)c([N+](=O)[O-])c(=O)[nH]1
[26] CN(C)S(=O)(=O)N1CCN(C(=O)c2cccc(Br)c2)CC1
[27] COc1ccc(-n2c(C)nc3c(cnn3-c3ccc(Cl)cc3)c2=O)cc1
[28] COc1ccc(N2CC(C(=O)N/N=C/c3cccs3)CC2=O)cc1 (stereo unspecified)
[29] CC(C)OCC1CC(CC(=O)NC(=S)Nc2cccc([N+](=O)[O-])c2)C(=O)O1 (stereo unspecified)
[30] CC(C)CCNC(=O)Cn1c(NCCC(C)C)nc2c1c(=O)n(C)c(=O)n2C
assay / compound | 25 | 26 | 27 | 28 | 29 | 30
hIAP act | 1.09 | 0.669 | 0.908 | 1.18 | 0.982 | 0.999
hIAP inh | -8.7 | 33.1 | 9.2 | -18.0 | 1.8 | 0.1
mIAP block | 3.4 | -1.0 | 6.6 | -0.6 | -2.4 | -10.1
GRIN3A LBD mod | -6.7 | 10.5* | 0.0 | 0.2 | 0.1 | -1.0
MIN6 prolif | -0.3 | 2.3 | -3.8 | 0.8 | -2.8 | 0.6
A3A deaminase | -7.0 | -2.1 | 0.1 | -2.5 | -1.6 | -5.8
A3G deaminase | -4.3 | -4.4 | 1.7 | -6.3 | -0.7 | -10.3
MPTP block | -1.5 | -1.2 | -0.2 | 1.9 | -1.1 | /
mIAP act | 0.966 | 1.01 | 0.934 | 1.01 | 1.02 | 1.1

3 entries already listed, arranged by their value in MPTP block, high to low:
item	mol	MPTP block
7	CC1CCCCN1C(=O)/C(=C\c1ccccc1)c1ccccc1 (stereo unspecified)	1.2
21	C=CCOc1ccccc1CN1CCCN(C)CC1	0.3
26	CN(C)S(=O)(=O)N1CCN(C(=O)c2cccc(Br)c2)CC1	-1.2

(listing goes on)
[31] CC(=O)NC12CC3CC(C1)CC(C(=O)N(C)CC(=O)Nc1cccc(F)c1)(C3)C2
[32] CN(Cc1ccccc1)C(=O)CCCn1c(=O)[nH]c2cc(Cl)ccc2c1=O
[33] CCC1S/C(=N\S(=O)(=O)c2cccs2)N(C2CCCCC2)C1=O (stereo unspecified)
[34] Cc1ccc(OCc2cn3cccnc3n2)cc1
[35] CCC1(c2ccc(Cl)cc2)NC(=O)N(CC(=O)N2CCN(C(=O)c3ccco3)CC2)C1=O (stereo unspecified)
[36] Nc1ccc(-c2nnc(-c3ccccc3)o2)cc1
assay / compound | 31 | 32 | 33 | 34 | 35 | 36
hIAP act | 0.966 | 1.21 | 0.948 | 1.09 | 1.07 | 1
hIAP inh | 3.4 | -21.4 | 5.2 | -9.6 | -6.7 | -0.3
mIAP block | -8.5 | -9.5 | -3.4 | -1.9 | -13.3 | -7.9
GRIN3A LBD mod | -1.0 | 0.1 | -2.2 | 0.3 | 0.7 | -1.2
MIN6 prolif | 5.1 | -1.4 | 4.2 | 0.0 | -3.0 | -4.1
A3A deaminase | -0.6 | 0.8 | -0.7 | 11.8 | -1.7 | -0.6
A3G deaminase | -9.6 | -7.7 | 1.3 | 20.3 | -6.9 | 3.9
MPTP block | -1.1 | 0.6 | -4.9 | -1.0 | -1.7 | -0.7
mIAP act | 1.08 | 1.09 | 1.03 | 1.02 | 1.13 | 1.08

[37] COC(=O)c1cc(S(=O)(=O)Nc2nn(C)c3ccccc23)oc1C
[38] CC(C)N1CCc2c(sc(NC(=O)c3ccco3)c2C(N)=O)C1
[39] O=C(Nc1ncc2c(n1)-c1ccccc1OC2)c1ccc(F)cc1
[40] COc1ccc(N/C=C/C(=O)c2ccccc2)cc1
[41] Cc1ccc(O)c(CNc2ccccn2)c1
[42] Cc1ccc(CN(C(=O)COc2ccc([N+](=O)[O-])cc2)C2CCS(=O)(=O)C2)o1 (stereo unspecified)
[43] Cc1c(NC(=O)C2Cc3ccccc3CN2C(=O)c2ccco2)c(=O)n(-c2ccccc2)n1C (stereo unspecified)
[44] COc1ccc2c(c1)CC/C(=C\c1ccc(C)o1)C2=O
assay / compound | 37 | 38 | 39 | 40 | 41 | 42 | 43 | 44
hIAP act | 1.08 | 0.91 | 1.06 | 0.808 | 0.979 | 1.03 | 0.908 | 0.913
hIAP inh | -8.3 | 9.0 | -6.0 | 19.2 | 2.1 | -3.5 | 9.2 | 8.7
mIAP block | 0.9 | 0.5 | -4.6 | 1.7 | -5.5 | -1.0 | -3.8 | -1.3
GRIN3A LBD mod | 11.0* | 0.6 | 0.6 | -10.2 | 0.9 | -0.2 | 0.0 | 2.0
MIN6 prolif | -1.1 | 0.9 | -1.8 | -2.9 | -1.4 | 2.2 | -2.0 | -4.0
A3A deaminase | -2.4 | -10.0 | -4.8 | -2.0 | 0.5 | -3.7 | -2.5 | 0.7
A3G deaminase | -3.3 | -8.4 | -3.6 | -6.3 | -3.3 | -3.9 | -4.5 | 2.3
MPTP block | 1.9 | -0.7 | -0.2 | 0.3 | -2.7 | -2.3 | 1.2 | 4.2
mIAP act | 0.991 | 0.995 | 1.05 | 0.983 | 1.05 | 1.01 | 1.04 | 1.01

Screening data (PubChem)
